Assay outcomes as filed in PubChem BioAssay.
E-selectin induc: E-selectin induction in HUVECs, primary screen, imaging, HUVEC, immunofluorescence imaging, single point; P16581; normalized: neutral wells 0, TNF-alpha wells 100; activation, % at 7.58 µM; 260,000 compounds, 0.37% hits;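 active = mean E-selectin-positive cell signal at least 10% of the positive control, reached in at least 60% of replicates, without over 20% cell loss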;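 note: in these data hits start at about 27%; measured in HUVEC primary endothelial cells; signal is the percent of cells scored E-selectin positive by PE staining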
Target sequence (P16581 whole entry, looked up): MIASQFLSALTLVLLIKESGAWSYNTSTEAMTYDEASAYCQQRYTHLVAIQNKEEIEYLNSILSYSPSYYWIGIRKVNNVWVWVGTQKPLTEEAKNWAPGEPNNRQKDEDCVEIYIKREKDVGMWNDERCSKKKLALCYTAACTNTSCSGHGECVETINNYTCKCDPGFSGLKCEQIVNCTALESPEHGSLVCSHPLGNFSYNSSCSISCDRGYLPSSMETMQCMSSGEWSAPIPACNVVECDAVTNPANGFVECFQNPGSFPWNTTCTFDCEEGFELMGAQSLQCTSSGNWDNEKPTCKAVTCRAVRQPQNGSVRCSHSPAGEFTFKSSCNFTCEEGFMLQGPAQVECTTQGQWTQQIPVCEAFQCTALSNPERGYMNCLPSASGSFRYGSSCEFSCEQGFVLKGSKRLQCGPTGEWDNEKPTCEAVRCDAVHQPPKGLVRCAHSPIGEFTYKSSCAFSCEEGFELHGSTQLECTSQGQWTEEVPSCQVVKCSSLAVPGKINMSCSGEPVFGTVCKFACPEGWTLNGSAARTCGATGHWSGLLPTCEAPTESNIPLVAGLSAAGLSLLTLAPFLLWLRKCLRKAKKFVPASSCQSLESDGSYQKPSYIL
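material = human umbilical vein endothelial cells (HUVEC), E-selectin induction | quantity = 3,000 cells/well | medium = EGM-2 growth medium on 0.1% gelatin-coated wells | technique = immunofluorescence imaging | read-out basis = % PE-positive cells | control set = TNF-alpha positive control, DMSO neutral control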
ERAP1 inh: human ERAP1 aminopeptidase inhibitors, primary screen, biochemical, single point, plate reader | inhibition, % at 10.7 µM | 340,000 compounds, 0.15% hits | Endoplasmic reticulum aminopeptidase 1 (Homo sapiens), Q9NZ08 | recombinant ERAP1, Leu-AMC fluorescence, 60 min | AID 652197, 2013;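 active = mean replicate inhibition of at least 30%, or all replicates individually reaching that 30% level; inactive = mean below 30% and not every replicate reaching it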;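 note: 0% = neutral control wells and 100% = L-leucinethiol positive control wells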
RAD52 anneal inh: RAD52 DNA annealing inhibitors, primary screen, biochemical, FRET, single point, set 2; DNA repair protein RAD52 homolog (Homo sapiens), P43351; inhibition, % at 18.7 µM; AID 651710, 2012; 360,000 compounds, 0.46% hits; recombinant RAD52 DNA annealing, FRET fluorescence;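 active = every replicate showing at least 50% inhibition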
Target sequence (P43351 whole entry, looked up): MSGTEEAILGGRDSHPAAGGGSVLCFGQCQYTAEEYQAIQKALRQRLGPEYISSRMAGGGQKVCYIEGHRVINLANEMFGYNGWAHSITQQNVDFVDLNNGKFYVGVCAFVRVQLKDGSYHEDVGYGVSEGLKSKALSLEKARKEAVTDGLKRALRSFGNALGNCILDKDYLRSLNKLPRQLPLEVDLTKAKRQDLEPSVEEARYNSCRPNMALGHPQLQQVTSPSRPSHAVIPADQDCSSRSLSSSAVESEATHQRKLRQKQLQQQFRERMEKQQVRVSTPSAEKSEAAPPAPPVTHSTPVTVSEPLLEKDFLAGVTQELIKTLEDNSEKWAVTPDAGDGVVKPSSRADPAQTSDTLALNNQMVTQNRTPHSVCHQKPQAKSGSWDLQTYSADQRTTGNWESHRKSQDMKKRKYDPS
* hit, by the source's call. A portion of the library; rates above refer to the full screens.

Screening COc1ccc(C(CNC(=O)c2cccc(S(=O)(=O)Nc3ccc(C)cc3)c2)N2CCOCC2)cc1 (stereo not drawn) returned E-selectin induc 0.4, ERAP1 inh -1 and RAD52 anneal inh 3.
Screening COC(=O)[C@]12C[C@H](CC(=O)N3CCCC3)C(=O)N(CCC3=CCCCC3)C1=C[C@H](COCc1ccccc1)O[C@@H]2C returned E-selectin induc -0.3, ERAP1 inh 0 and RAD52 anneal inh -14.
Cn1ncc(Br)c1C(=O)NC1C2CC3CC(C2)CC1C3 (stereo not drawn) was read as E-selectin induc -2.9, ERAP1 inh 1 and RAD52 anneal inh -3.
For Cc1cccc(NC(=O)Cn2nnc(C(=O)NCc3ccco3)c2N)c1 the results were E-selectin induc 0.0, ERAP1 inh -3 and RAD52 anneal inh -18.
For O=C(CSc1ncn[nH]1)c1cccc([N+](=O)[O-])c1 the results were E-selectin induc 38*, ERAP1 inh -1 and RAD52 anneal inh -8.
`CC(=O)C[C@H]1SC[C@@H](C(C)C)N1S(=O)(=O)c1ccc(C)cc1` gave E-selectin induc -0.1, ERAP1 inh -2 and RAD52 anneal inh -5.
For Cc1nc([N+](=O)[O-])c(C(=O)OCc2ccccc2F)n1C the results were E-selectin induc -0.4, ERAP1 inh 1 and RAD52 anneal inh 6.
Screening Cc1ccc(S(=O)(=O)N(C)CCCC(=O)Nc2ccc(C)cc2C)cc1 returned E-selectin induc 0.0, ERAP1 inh 2 and RAD52 anneal inh -6.
Cc1cc(NC2CCCCC2)nc2ccccc12 was read as E-selectin induc 0.5, ERAP1 inh 0 and RAD52 anneal inh -14.
Cc1nn(C(=O)c2nn(C)cc2Cl)c(C)c1Br was read as E-selectin induc 0.1, ERAP1 inh -1 and RAD52 anneal inh -11.
O=C(Nc1c(Br)cc2c(c1Br)Cc1ccccc1-2)C(Cl)Cl was read as E-selectin induc -0.2, ERAP1 inh 3 and RAD52 anneal inh -25.
`COC(=O)c1ccccc1OCCOCCOc1cccc2cccnc12` gave E-selectin induc -0.1, ERAP1 inh -1 and RAD52 anneal inh -13.
`CC1=C(C(=O)OCc2ccc3c(c2)OCO3)C(c2ccc(O)c([N+](=O)[O-])c2)NC(=O)N1` (stereo not drawn) gave E-selectin induc 0.2, ERAP1 inh 4 and RAD52 anneal inh -13.
C=CCN=c1scc(-c2ccc(F)cc2)n1/N=C/c1ccccn1 was read as E-selectin induc 1.0, ERAP1 inh -1 and RAD52 anneal inh -35.
Screening CCOC(=O)N1CCN(Cc2cn[nH]c2-c2ccc(-c3ccccc3)cc2)CC1 returned E-selectin induc -0.6, ERAP1 inh 14 and RAD52 anneal inh -11.
Screening C=CCCC1CN(Cc2ccc(OC)cc2)S(=O)(=O)c2c(cccc2Sc2ccc(OC)c(OC)c2)O1 (stereo not drawn) returned E-selectin induc 8.3, ERAP1 inh -1 and RAD52 anneal inh 0.
For COC(=O)[C@]12CCCCC=C1N(Cc1ccco1)C(=O)[C@H](CC(=O)N1CCOCC1)C2 the results were E-selectin induc 0.0, ERAP1 inh -2 and RAD52 anneal inh -7.
`CN(C)C(=O)C[C@H]1C=C[C@@H](NC(=O)C2CCOCC2)[C@H](CO)O1` gave E-selectin induc -0.1, ERAP1 inh 2 and RAD52 anneal inh -2.
`CC(C)S(=O)(=O)C/C(N)=N/OS(=O)(=O)c1ccc(Cl)cc1` gave E-selectin induc 2.9, ERAP1 inh -3 and RAD52 anneal inh 2.
Screening COC(=O)C1=C(C)N(Cc2ccc(C(F)(F)F)cc2)C(=NCc2ccc(OC)cc2)NC1c1ccccc1C(F)(F)F (stereo not drawn) returned E-selectin induc 0.2, ERAP1 inh -3 and RAD52 anneal inh -7.
For Cc1ccc(C)c(OCC(O)CN2CCN(CCN3C(=O)c4cccc5cccc(c45)C3=O)CC2)c1 (stereo not drawn) the results were E-selectin induc 0.5, ERAP1 inh -6 and RAD52 anneal inh 99*.
`CC(C)(C)NC(=O)C(c1ccc(-c2ccccc2)cc1)n1c(=O)c(-c2ccco2)nc2ccccc21` (stereo not drawn) gave E-selectin induc 0.1, ERAP1 inh 3 and RAD52 anneal inh -47.
For N#C/C(=C\c1c(N2CCCCC2)nc2ccccn2c1=O)C(=O)NCc1ccco1 the results were E-selectin induc 0.0, ERAP1 inh -2 and RAD52 anneal inh -13.
For CC1=C2CCCC[C@@]23C2C(=O)N(C)C(=O)[C@@H]2ON3OC1 (stereo partly drawn) the results were E-selectin induc -0.1, ERAP1 inh -8 and RAD52 anneal inh -2.
COC(=O)c1cc2c(c3c4cc(C)ccc4n(S(=O)(=O)c4ccc(C)cc4)c13)C(=O)N(Cc1ccccc1)C2 was read as E-selectin induc -0.4, ERAP1 inh -7 and RAD52 anneal inh -22.
For COc1ccccc1NC(=O)c1ccc(SCC(=O)NCc2ccccc2Cl)c([N+](=O)[O-])c1 the results were E-selectin induc -1.4, ERAP1 inh -1 and RAD52 anneal inh -1.
For O=C1c2oc3ccccc3c(=O)c2C(c2ccc(O)cc2)N1c1nccs1 (stereo not drawn) the results were E-selectin induc 0.4, ERAP1 inh -1 and RAD52 anneal inh -22.
For CC(C)OC(=O)c1ccc(NC(=O)CSc2nc3ncccc3[nH]2)cc1 the results were E-selectin induc 0.0, ERAP1 inh -3 and RAD52 anneal inh -20.
Cc1cc(C(=O)NNC(=S)NCC(C)C)cs1 was read as E-selectin induc 5.5, ERAP1 inh -1 and RAD52 anneal inh -8.
For CO[C@@H]1CN(C)C(=O)c2ccc(NC(=O)CC(F)(F)F)cc2OC[C@H](C)NC[C@H]1C the results were E-selectin induc 0.0, ERAP1 inh -6 and RAD52 anneal inh -78.
Screening Cc1ccc(OCc2nc3ccccc3n2C(C(=O)Nc2c(C)cccc2C)C2CC2)cc1 (stereo not drawn) returned E-selectin induc -0.2, ERAP1 inh 2 and RAD52 anneal inh 14.
`O=C(NCc1ccccc1)[C@@H]1CCCN1C(=O)[C@H]1CCCN1C(=O)c1ccc(OC(F)(F)F)cc1` gave E-selectin induc 0.1, ERAP1 inh 0 and RAD52 anneal inh 1.
For N#Cc1ccccc1NC(=O)COC(=O)COc1ccccc1[N+](=O)[O-] the results were E-selectin induc -3.7, ERAP1 inh -2 and RAD52 anneal inh -1.
Screening COC(=O)c1cc2c(c3c4cc(F)ccc4n(S(=O)(=O)c4ccccc4)c13)C(=O)N(Cc1ccc(N(C)C)cc1)C2 returned E-selectin induc -0.3, ERAP1 inh -2 and RAD52 anneal inh -4.
`CN(C)CCCCOc1cccc(Br)c1` gave E-selectin induc 1.4, ERAP1 inh 8 and RAD52 anneal inh 4.
Screening CC(=O)NN1C(=O)/C(=C\c2ccc(Br)o2)SC1=S returned E-selectin induc 1.2, ERAP1 inh 1 and RAD52 anneal inh -98.
CC(=O)Nc1ccc(S(=O)(=O)N2CCC3(CC2)CC(=O)c2ccccc2O3)cc1 was read as E-selectin induc -1.4, ERAP1 inh 2 and RAD52 anneal inh -5.
Screening CCCC(=O)C1=C(N2CCCCC2)CC(C)(C)C(C(=O)OC)C1=O (stereo not drawn) returned E-selectin induc 1.7, ERAP1 inh 2 and RAD52 anneal inh 2.
`CSc1nc2sc3c(c2c(=O)[nH]1)CCc1ccccc1-3` gave E-selectin induc -1.1, ERAP1 inh 1 and RAD52 anneal inh -24.
For O=C(CN1CCNC(=O)C1)NCCc1ccc(Cl)cc1Cl the results were E-selectin induc 0.5, ERAP1 inh -1 and RAD52 anneal inh -12.
Screening COc1ccc(N2CCN(C(=O)Cn3c(=O)[nH]c4ccccc4c3=O)CC2)cc1 returned E-selectin induc 5.6, ERAP1 inh -2 and RAD52 anneal inh 6.
C=CCNC(=S)NCC1COc2ccccc2O1 (stereo not drawn) was read as E-selectin induc -0.1, ERAP1 inh 0 and RAD52 anneal inh -6.
Screening CCN(CC(=O)NCc1ccc(Cl)cc1)C(=O)CSc1ccc(F)cc1 returned E-selectin induc 0.6, ERAP1 inh 3 and RAD52 anneal inh -11.
`C[C@@H](c1ccccc1)N1C[C@@H](COCc2ccccc2)Oc2cc(N3CC[C@H](O)C3)ccc2S1(=O)=O` gave E-selectin induc 1.3, ERAP1 inh -8 and RAD52 anneal inh 0.
Screening CC(=O)C1=C(c2ccccc2)OC(N)=C(C#N)C1c1ccc(O)cc1 (stereo not drawn) returned E-selectin induc -0.6, ERAP1 inh 9 and RAD52 anneal inh -24.
`Cc1nnc(SC(C)C(=O)NC2CCCc3ccccc32)n1-c1ccccc1` (stereo not drawn) gave E-selectin induc -1.4, ERAP1 inh 2 and RAD52 anneal inh 0.
`COc1cc(NC(=O)[C@@H](Cc2ccccc2)NC(=O)[C@H]2O[C@@H](n3ccc(=O)[nH]c3=O)[C@H](O)[C@@H]2O)cc(OC)c1OC` gave E-selectin induc 0.3, ERAP1 inh -2 and RAD52 anneal inh -19.
Screening CC(=O)O[C@@H]1C=C[C@@H](C#Cc2ccc(C(C)(C)C)cc2)O[C@@H]1COC(=O)NC(C)C returned E-selectin induc -0.3, ERAP1 inh 0 and RAD52 anneal inh -30.

2 compounds drawn at random from the list so far, as already listed:
Screening CCCC(=O)C1=C(N2CCCCC2)CC(C)(C)C(C(=O)OC)C1=O (stereo not drawn) returned E-selectin induc 1.7, ERAP1 inh 2 and RAD52 anneal inh 2.
C=CCNC(=S)NCC1COc2ccccc2O1 (stereo not drawn) was read as E-selectin induc -0.1, ERAP1 inh 0 and RAD52 anneal inh -6.

Next section
Screening Cc1cccc(CN2CCC(n3nccc3NC(=O)CCCc3ccccc3)CC2)c1 returned E-selectin induc -0.1, ERAP1 inh 0 and RAD52 anneal inh -13.
For O=C(c1ccccn1)N1CCN(S(=O)(=O)c2ccc(F)cc2)CC1 the results were E-selectin induc 1.1, ERAP1 inh -6 and RAD52 anneal inh -20.
For COc1ccc(OC)c(CNC(=O)c2cc(=O)[nH]c3ccc(S(=O)(=O)N4CCCC4)cc23)c1 the results were E-selectin induc 2.0, ERAP1 inh 4 and RAD52 anneal inh -5.
`O=C(CN1CCC(NC(=O)c2cccc(F)c2)CC1)NCc1cccs1` gave E-selectin induc -1.5, ERAP1 inh 0 and RAD52 anneal inh -10.
For CN(C)c1ccc(P(=O)(OCc2ccccc2)C(O)c2ccccc2F)cc1 (stereo not drawn) the results were E-selectin induc 3.8, ERAP1 inh 7 and RAD52 anneal inh -4.
For COC(=O)c1cc(C(=O)Cc2ccccc2)c[nH]1 the results were E-selectin induc -1.1, ERAP1 inh 1 and RAD52 anneal inh 1.
`Cc1c(NC(=O)COC(=O)c2c3c(nc4ccccc24)CCCC3)c(=O)n(-c2ccccc2)n1C` gave E-selectin induc 0.4, ERAP1 inh 0 and RAD52 anneal inh -10.
COc1ccc(CCC(=O)Nc2sccc2C#N)cc1 was read as E-selectin induc 1.9, ERAP1 inh -1 and RAD52 anneal inh -49.
Screening CN(C(=O)[C@H]1O[C@@H](n2cnc3c(=O)[nH]c(N)nc32)[C@H](O)[C@@H]1O)C1CCCCC1 returned E-selectin induc 0.9, ERAP1 inh 2 and RAD52 anneal inh -8.
O=C(Nc1ccc(C(=O)N2CCN(c3ccncc3)CC2)cc1)c1ccc(Br)o1 was read as E-selectin induc -0.1, ERAP1 inh -5 and RAD52 anneal inh 48.
For O=C(CP(=O)(c1ccccc1)c1ccccc1)Nc1cccc(CP(=O)(c2ccccc2)c2ccccc2)c1 the results were E-selectin induc -0.1, ERAP1 inh -2 and RAD52 anneal inh 4.
Screening COc1ccc(C(=O)N(c2c(C)cccc2C)C(COC(C)=O)COC(C)=O)cc1 returned E-selectin induc 0.2, ERAP1 inh -2 and RAD52 anneal inh -15.
For CSC1=NC(C(Cl)(Cl)Cl)N=C(c2ccc(C)cc2)N1 (stereo not drawn) the results were E-selectin induc 4.6, ERAP1 inh -6 and RAD52 anneal inh -6.
`S=C(NCc1ccccc1)N1CCc2ccccc2C1` gave E-selectin induc -0.1, ERAP1 inh 2 and RAD52 anneal inh -6.

9 structures out of the list, arranged by length of the SMILES, smallest number first.
COc1ccc(CCC(=O)Nc2sccc2C#N)cc1 was read as E-selectin induc 1.9, ERAP1 inh -1 and RAD52 anneal inh -49.
For COC(=O)c1cc(C(=O)Cc2ccccc2)c[nH]1 the results were E-selectin induc -1.1, ERAP1 inh 1 and RAD52 anneal inh 1.
For CSC1=NC(C(Cl)(Cl)Cl)N=C(c2ccc(C)cc2)N1 (stereo not drawn) the results were E-selectin induc 4.6, ERAP1 inh -6 and RAD52 anneal inh -6.
For CN(C)c1ccc(P(=O)(OCc2ccccc2)C(O)c2ccccc2F)cc1 (stereo not drawn) the results were E-selectin induc 3.8, ERAP1 inh 7 and RAD52 anneal inh -4.
Screening Cc1cccc(CN2CCC(n3nccc3NC(=O)CCCc3ccccc3)CC2)c1 returned E-selectin induc -0.1, ERAP1 inh 0 and RAD52 anneal inh -13.
Screening COc1ccc(C(=O)N(c2c(C)cccc2C)C(COC(C)=O)COC(C)=O)cc1 returned E-selectin induc 0.2, ERAP1 inh -2 and RAD52 anneal inh -15.
`Cc1c(NC(=O)COC(=O)c2c3c(nc4ccccc24)CCCC3)c(=O)n(-c2ccccc2)n1C` gave E-selectin induc 0.4, ERAP1 inh 0 and RAD52 anneal inh -10.
For COc1ccc(OC)c(CNC(=O)c2cc(=O)[nH]c3ccc(S(=O)(=O)N4CCCC4)cc23)c1 the results were E-selectin induc 2.0, ERAP1 inh 4 and RAD52 anneal inh -5.
For O=C(CP(=O)(c1ccccc1)c1ccccc1)Nc1cccc(CP(=O)(c2ccccc2)c2ccccc2)c1 the results were E-selectin induc -0.1, ERAP1 inh -2 and RAD52 anneal inh 4.
